SIAE inh: human SIAE inhibitors, primary screen, biochemical, fluorescence polarization, FP-Rh probe, 1536-well HTS; Sialate O-acetylesterase (Homo sapiens), Q9HAT2; inhibition, % at 9.66 µM; SIAE FP-Rh probe binding; 0.69% of 370,000 active;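 active = inhibition above a cutoff: mean of compounds within the control limits plus 3 SD of those, cut at about 17% in these data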;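 also: 0% = plate median of compound wells and 100% = probe without SIAE protein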
DDE Tn7 FP inh: inhibitors of Tn7 peptide binding to fibrin DD(E), primary screen, biochemical, fluorescence polarization, human fibrin, Tn7 probe; 0.13% of 370,000 active; inhibition, % at 8.3 µM; Fibrinogen beta chain (Homo sapiens), P02675; FP displacement of FITC-Tn7 peptide from fibrin DD(E); 0% = median of compound wells per plate; AID 720508, 2013;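 active = inhibition above the mean of compounds falling within the control limits plus 3 SD of them, cut at about 14% in these data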;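 also: 0% = plate median of compound wells and 100% = 10 µM Aha-Tn7 peptide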
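Assay system: Human clot-derived fibrin DD(E) complex | Buffer or medium: Tris/NaCl/CaCl2 buffer, pH 7.8 | Repeats: One replicate per compound | Benchmarks: Aha-Tn7 high control | Measure: % inhibition scaled between sample-field median and high-control FP | Schedule: 10 min plus 3 h, room temperature | Signal: Fluorescence polarization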
PG9 binder: binders of HIV-1 gp120 antibody PG9, primary screen, biochemical, TR-FRET; HIV-1 gp120 / PG9 antibody interaction; AID 624416, 2012; 0.43% of 360,000 active; inhibition, % at 6.7 µM; TR-FRET gp120-PG9 antibody binding; in the data active = inhibition above about 8.5%
TCR-CD3 inh: inhibitors of human TCR-CD3 interaction, primary screen, biochemical, fluorescence, TAMRA-labeled TCR probe; inhibition, % at 9.4 µM; 0.37% of 360,000 active; T-cell receptor (TCR); in the data active = inhibition above about 19%;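 also: recombinant mutant TCR 2C K166C tagged with TAMRA read by polarization; 0% = receptor in buffer alone and 100% = receptor with positive control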
HTRA1 inhibitor: HTRA1 serine protease inhibitors, primary screen, biochemical, fluorescence polarization, HTS | AID 504803, 2011 | 0.5% of 340,000 active | recombinant HTRA1, FP-rhodamine activity-based probe | inhibition, % at 5.96 µM; in the data active = inhibition above about 36%;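 also: 0% = enzyme with DMSO and 100% = wells lacking enzyme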
PRMT1 FP inh: PRMT1 methyltransferase inhibitors, primary screen, biochemical, fluorescence polarization; recombinant PRMT1, activity-based probe fluorescence polarization; 1.3% of 370,000 active; AID 652257, 2013; inhibition, % at 2.79 µM;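 active = inhibition above about 21% made by adding two undisclosed values, limit read from the data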
TDP2 inh: human TDP2 enzyme inhibitors, primary screen, biochemical, epi absorbance, recombinant enzyme; inhibition, % at 12.8 µM; T5PNP hydrolysis, p-nitrophenol absorbance 415 nm; AID 720702, 2013; Tyrosyl-DNA phosphodiesterase 2 (Homo sapiens), O95551; 0.34% of 370,000 active;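 active = inhibition above the mean of all tested compounds plus 3 SD, set per campaign, cut at about 25% in these data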;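 also: 0% = DMSO with enzyme and 100% = buffer with substrate but no TDP2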
Target sequence (O95551 whole entry, looked up): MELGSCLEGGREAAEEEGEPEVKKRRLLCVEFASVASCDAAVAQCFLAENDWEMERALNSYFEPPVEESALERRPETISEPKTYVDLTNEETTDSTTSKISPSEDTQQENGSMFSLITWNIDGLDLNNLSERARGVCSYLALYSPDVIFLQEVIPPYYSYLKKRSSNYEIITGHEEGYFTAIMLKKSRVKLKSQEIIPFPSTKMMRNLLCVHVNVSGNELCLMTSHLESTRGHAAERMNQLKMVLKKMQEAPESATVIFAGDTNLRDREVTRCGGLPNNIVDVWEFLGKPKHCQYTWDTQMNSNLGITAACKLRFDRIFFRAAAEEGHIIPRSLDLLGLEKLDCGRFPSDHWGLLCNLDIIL
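Evaluation: % inhibition relative to enzyme-containing and enzyme-free wells. Material: recombinant human TDP2. Benchmarks: enzyme-free and DMSO wells. Timing: enzyme reaction with compound for 2 h at 37 °C. Compound dosing: 12.8 µM only. Measured by: p-Nitrophenol epi absorbance. Reagent: T5PNP substrate at 5 mM, a TopII-DNA adduct mimic. Replication: single well per compound.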
LEDGF integ inh: blockers of LEDGF/p75-dependent integrase strand transfer – biochemical, TR-FRET, high throughput, primary screen. inhibition, % at 3.7 µM. TR-FRET IN-LEDGF/p75 DNA integration, Eu/Cy5. HIV-1 integrase (with human LEDGF/p75). 0.64% of 370,000 active;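 active = inhibition above the screen-wide mean plus 3 SD, cut at about 13% in these data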;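 also: signal is the Cy5 over europium emission ratio at 671 and 618 nm; 0% = plate median of compound wells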
UHRF1 MBD2 ctr: UHRF1 methylated DNA binding inhibitors, primary screen, counter-screen for MBD2 inhibitor project, biochemical, TR-FRET, human UHRF1, single concentration; E3 ubiquitin-protein ligase UHRF1 (Homo sapiens), Q96T88; 0.75% of 370,000 active; inhibition, % at 4.4 µM; AID 687016, 2013; UHRF1 binding to methylated oligo; in the data active = inhibition above about 21%;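 also: UHRF1 SRA domain binding a hemimethylated CpG hairpin DNA probe; 0% = median of test compound wells and 100% = reference inhibitor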
mABHD4 FP: ABHD4 inhibitors, primary screen, biochemical, fluorescence polarization, mouse; (Lyso)-N-acylphosphatidylethanolamine lipase (Mus musculus), Q8VD66; purified mABHD4, FP-Rh probe fluorescence polarization; inhibition, % at 8.92 µM; 0.54% of 370,000 active; AID 720543, 2013;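 active = inhibition exceeding the mean over every tested compound plus 3 SD, cut at about 30% in these data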;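 also: 0% = plate median of compound wells and 100% = S159A mutant with DMSO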
Target sequence (Q8VD66 whole entry, looked up): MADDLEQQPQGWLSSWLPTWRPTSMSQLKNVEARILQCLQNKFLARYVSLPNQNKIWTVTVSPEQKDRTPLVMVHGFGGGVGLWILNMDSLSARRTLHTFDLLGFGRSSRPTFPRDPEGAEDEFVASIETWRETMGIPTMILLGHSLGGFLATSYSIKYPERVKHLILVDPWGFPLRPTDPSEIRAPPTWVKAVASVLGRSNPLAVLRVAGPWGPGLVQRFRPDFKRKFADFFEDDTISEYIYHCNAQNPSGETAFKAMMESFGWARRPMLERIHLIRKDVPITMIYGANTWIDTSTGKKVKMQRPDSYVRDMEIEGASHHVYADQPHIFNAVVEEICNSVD
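Assay system: wild-type mouse ABHD4 protein; compound: single nominal dose of 8.92 µM, 0.89% DMSO final; schedule: 45 min + 60 min at 25 °C; measured by: FP readout, ex 525 nm / em 598 nm; evaluation: % inhibition of FP-Rh probe binding versus controls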
* = called active by the depositor; nt = not tested or not shown. Compounds were not picked by outcome; about 4.2% have a hit in one of these screens.

Value order: SIAE inh, DDE Tn7 FP inh, PG9 binder, TCR-CD3 inh, HTRA1 inhibitor, PRMT1 FP inh, TDP2 inh, LEDGF integ inh, UHRF1 MBD2 ctr, mABHD4 FP
- COc1cc2c(cc1OC)CN(C(=O)COc1ccc(C#N)cc1)CC2
  0, 2, -0.1, 2, -4, 2, 4, 0, -5, -1
- O=C1CC(c2ccc(Cl)cc2)c2c(O)cc(O)cc2O1 (stereo not given)
  3, 0, -2.6, -1, -4, 0, 0, 9, -4, -14
- CC(NC(=O)c1ccco1)C(c1cccs1)N1CCOCC1 (stereo not given)
  2, -3, -1.4, 4, 2, 1, -1, -7, -1, 2
- COc1ccc(CNC(=O)Cc2c(C(=O)O)[nH]c3ccccc23)cc1
  -3, -3, -1.0, -2, 5, 2, 5, -6, 2, 0
- CNC(=O)c1ccc(-c2ccc(Cl)c(Cl)c2)s1
  -7, 4, -1.6, 2, -31, 4, -7, 2, 1, 17
- O=C(NC1CCCC1)c1nc(-c2ccco2)oc1-c1ccccc1
  -7, -8, -0.8, -7, nt, 2, -11, 8, -2, -12
- Cc1ccc(C(=O)NCC(=O)NC2CCCC2)cc1
  8, -6, 1.0, 4, 5, -1, -9, 2, 5, -2
- COc1ccc(C2c3c(oc4ccccc4c3=O)C(=O)N2c2ccc(C)cn2)cc1OC (stereo not given)
  1, 4, -0.3, 4, 10, 0, 6, 0, -2, 2
- CCc1ccc(NC(=O)C(C)Oc2nnc(-c3cccs3)c(-c3cccs3)n2)cc1 (stereo not given)
  -10, -4, -1.3, 2, -43, -1, 2, 1, 0, -16
- O=C1Nc2ccccc2C(=O)N2CCCCC12 (stereo not given)
  -3, 3, 0.3, 7, 1, -7, 0, -2, -1, 1
- O=C(O)c1cccc(CSc2nnc(-c3ccco3)o2)c1
  -2, 13, 0.8, -6, 2, 1, 7, -2, -4, -2
- CCc1nc2ccccc2n1CC(O)COCC1CC=CCC1 (stereo not given)
  1, 3, -1.8, 6, 3, -2, 15, -2, 3, -1
- COC(=O)C[C@H]1CC[C@@H](NC(=O)C2CC2)[C@@H](CO)O1
  3, 1, 0.8, -6, nt, 5, -1, -5, 1, 1
- COc1ccc(S(=O)(=O)N2CCN(C(=O)N3CCOCC3)C2C)cc1 (stereo not given)
  -6, -5, -3.7, -4, 1, -6, -22, 3, 2, -4
- O=C1CN(C(=O)COC(=O)/C=C/c2ccco2)c2ccccc2N1
  -4, 5, -1.0, -7, 3, 11, -15, -9, 1, 0
- COc1cccc(NC(=O)Nc2nc(SC(C)(C)C)ns2)c1
  -59, -6, -0.4, 11, -67, 2, 3, 1, -1, -79
- N#Cc1c2n(c3c(=O)n(Cc4ccc(Cl)cc4)cnc13)CCCC2
  1, 8, -0.8, -2, -11, 1, -1, 3, 5, -6
- COc1ccc(OC)c(NC(=O)C2CCN(c3nc(C)cc(C)n3)CC2)c1
  1, 0, -1.2, 1, 4, 1, 6, -3, -1, 3
- C=CCn1c(COc2ccc(CC)cc2)nnc1SCC(=O)N(C)C1CCS(=O)(=O)C1 (stereo not given)
  -2, 2, 0.9, 4, -6, -5, 3, 1, 19, 2
- O=C(CSc1n[nH]c(=O)n1-c1cccnc1)N1CCOCC1
  4, 1, -0.1, -1, nt, 2, 10, 1, 0, 2
- COc1ccc2c(c1OC)C(=O)NC(C)=C(C(=O)OC(C)(C)C)C2O (stereo not given)
  -4, -1, 0.4, 2, 1, -1, 2, -2, 1, 2
- C[C@@H]1CN([C@H](C)CO)C(=O)c2c(c3ccccc3n2C)-c2ccccc2CO[C@@H]1CN(C)S(=O)(=O)c1cccs1
  -2, 2, -0.2, 6, -28, 6, -2, -2, 3, -3
- Cc1cc(NC(=O)c2ccccc2)no1
  -1, 0, -0.1, 1, -4, 5, 0, 5, 2, -9
- CCN(CC)C(=O)NC(c1ccc(C)c(F)c1)C(Cl)(Cl)Cl (stereo not given)
  -2, 1, -1.0, 9, -7, 0, 7, 1, 1, 4
- CCCCOc1ccc(NC(=O)C2OC3OC(C)(C)OC3C3OC(C)(C)OC23)cc1 (stereo not given)
  3, -7, -0.1, 4, 3, -3, 0, 1, -1, 1
- CCOC(=O)[C@]12CCCC=C1N(CCCOC)C(=O)[C@@H]2CC(=O)N1CCC(c2ccccc2)CC1
  1, 2, nt, nt, nt, 3, 6, -2, 0, 3
- COc1ccc(C2C(C(=O)N3CCOCC3)=C(C)NC3=C2C(=O)CC(C)(C)C3)cc1O (stereo not given)
  13, -9, -2.9, -1, 10, -2, -2, 1, 3, 3
- COc1ccc(CNC(=O)[C@H](C)NC(=O)C2CCN(C(=O)[C@H](CCSC)NC(=O)OC(C)(C)C)CC2)cc1
  2, -5, -1.7, 4, 2, 1, 6, 1, 0, 3
- COc1ccc(CCN2C(=S)N(C)C(=O)C2CC(=O)Nc2ccc(F)cc2)cc1 (stereo not given)
  -2, 8, 0.2, -2, nt, -2, -1, -2, -1, -3
- CCOC(=O)c1ccc(NC(=O)c2nc(SC)ncc2Cl)cc1
  2, 5, 0.2, -2, -23, 1, 5, -4, 0, -10
- O=C(OCC(=O)N1CCc2ccccc21)c1cc(S(=O)(=O)N2CCOCC2)ccc1F
  0, 4, 0.1, -10, -7, 5, 0, -2, 2, -5
- O=C(c1ccccc1-c1ccccc1)N1CCOCC1
  1, -6, -1.0, 7, 0, 1, -12, 2, 1, 6
- COc1cc(C(=O)OCC(=O)N2CCCCCC2)c([N+](=O)[O-])cc1OC
  11, 1, -0.7, 8, 6, -5, 3, 2, -2, 2
- CCC(C)NC(=O)Cn1cnc2sc(C)c(S(=O)(=O)N3CCCCC3)c2c1=O (stereo not given)
  -2, 3, 0.3, 4, 3, -2, -3, -2, 0, 2
- NC(=O)c1ccc(NC(=O)Nc2ccc3c(c2)OCO3)cc1
  4, -5, -4.3, -4, 7, 1, -2, 0, -3, 8
- COC(=O)CC(c1ccccc1F)N1Cc2ccccc2C1=O (stereo not given)
  13, 0, -2.3, 4, -10, 2, 13, -2, -3, -5
- CC(C)c1[nH]nc2c1C(c1ccc(F)cc1)NC2=O (stereo not given)
  -13, 3, 1.9, 1, nt, 0, 8, -6, -3, -5
- Cc1ccc(S(=O)(=O)N2C[C@]3(O)C[C@@H]4C(=O)N(c5ccccc5)C(=O)[C@@H]4C[C@]3(OC(=O)NC3CC3)C2)cc1
  -2, -3, -0.9, 0, 6, -2, -6, 6, 1, -2
- COc1cccc(C=NCCNC(=O)c2nonc2N)c1O
  7, -1, 0.2, 9, 3, -6, 6, 2, 0, 6
- COc1ccc(/C=C/C(=O)O/N=C(\N)c2ccccc2)cc1OC
  -6, -1, 1.2, -2, -19, -5, 6, -1, -6, -16
- O=C(COC(=O)c1cc(Br)ccc1O)NC1CCCCCC1
  1, -5, 0.7, -1, -6, 6, -10, -2, 7, -4
- O=C(COC(=O)Cc1c(Cl)cccc1Cl)NCc1ccco1
  3, -1, 2.2, -3, 9, 5, -1, -1, 0, 4
- CCc1ccc(C2CC3C(CN2S(=O)(=O)c2ccc(C)cc2)C(=O)CC(c2ccc(CC)cc2)N3S(=O)(=O)c2ccc(C)cc2)cc1 (stereo not given)
  -4, 6, -0.7, 8, nt, -3, 7, 0, 2, 10
- Cc1ccc(S(=O)(=O)C2(C(=O)NC3CCCC3)CC2)cc1
  6, 1, -0.6, 2, 3, 0, 2, 2, 3, -4
- C[C@]12c3[nH]c4ccc(Cl)cc4c3CCN1C(=O)[C@@H](CC(=O)NCC13CC4CC(CC(C4)C1)C3)C[C@@H]2C(=O)N1CCCCC1
  1, -3, -0.3, 1, 0, -1, 2, -2, 0, 0
- O=C(O)c1cccc(NC(=O)c2cn(-c3ccccc3)nc2-c2ccc(F)cc2)c1
  -16, 1, -0.9, -7, -31, 1, 7, -2, 0, -35
- Cc1cc(C)nc(SCc2cn3c(C)cc(C)nc3n2)n1
  3, 3, 0.5, 8, 2, -1, -8, 0, 0, 0
- CC(=O)N1CCCC(C(=O)c2ccc(Oc3ccccc3)cc2)C1 (stereo not given)
  -12, -2, -1.1, -6, 3, 10, 1, 6, 8, -11
- COc1ccc(Br)cc1S(=O)(=O)N1CCN=C1C
  1, 1, 0.6, 3, -4, 1, -4, -1, -1, 6
- CC(=O)c1ccc(N2CCN(C(=O)COc3ccc4c(c3)CCC4)CC2)cc1
  -3, -2, 0.8, -3, -4, 4, 5, 1, 1, 6

Reformatted in CSV form: entries from further up
SMILES,SIAE inh,DDE Tn7 FP inh,PG9 binder,TCR-CD3 inh,HTRA1 inhibitor,PRMT1 FP inh,TDP2 inh,LEDGF integ inh,UHRF1 MBD2 ctr,mABHD4 FP
Cc1ccc(S(=O)(=O)C2(C(=O)NC3CCCC3)CC2)cc1,6,1,-0.6,2,3,0,2,2,3,-4
C[C@]12c3[nH]c4ccc(Cl)cc4c3CCN1C(=O)[C@@H](CC(=O)NCC13CC4CC(CC(C4)C1)C3)C[C@@H]2C(=O)N1CCCCC1,1,-3,-0.3,1,0,-1,2,-2,0,0
